UPR XBP1 act = activators of adaptive XBP1 UPR arm, primary screen, cell-based, CHO-XBP1 luciferase reporter, luminescence, uHTS | IRE1-XBP1 UPR activation; percent of tunicamycin response, DMSO as zero | activation, % at 20 µM | actives 0.33% (n = 330,000) | AID 463104, 2010;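 active = versus positive control, 20 µM dose yields 30% or more activation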;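 also: 100% = tunicamycin at 10 µg/mL and 0% = DMSO only wells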
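Material: CHO-XBP1 cells stably carrying IRE1-XBP1-driven luciferase reporter / Amount: 1000 cells per well / Compound: 20 µM, 1% DMSO / Times: 6 h treatment, 37 °C / Detection: luciferase luminescence / Measure: % activation of reporter signal versus tunicamycin and DMSO controls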
tim10-1 inh = growth inhibitors of tim10-1 mutant yeast, primary screen, luminescence, uHTS. S. cerevisiae tim10-1 ts strain growth, BacTiter-Glo, 24 h. inhibition, % at 20 µM. actives 2.2% (n = 330,000). AID 463190, 2010;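 active = inhibition of at least 40%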;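 also: mutant grown at 25 °C; 0% = DMSO wells with yeast and 100% = wells holding no yeast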
tim23-1 inh = growth inhibitors of tim23-1 mutant yeast, primary screen, luminescence, uHTS; S. cerevisiae tim23-1 growth, BacTiter-Glo luminescence, 24 h; inhibition, % at 20 µM; actives 1.3% (n = 330,000); AID 463212, 2010;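 active = growth inhibition of the mutant yeast at or above 50%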;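 also: temperature-sensitive mutant grown at 25 °C; plate controls were DMSO-treated mutant yeast for no effect and medium wells lacking yeast for full effect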
TIM10 inh = growth inhibitors of isogenic TIM10 control yeast, primary screen, counter-screen for tim10-1 yeast inhibitor project, luminescence, uHTS; AID 463195, 2010; inhibition, % at 10 µM; actives 1.4% (n = 330,000); S. cerevisiae TIM10 strain growth, BacTiter-Glo luminescence, 24 h;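 active = inhibition of 40% or more at the single tested concentration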;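 also: wild-type TIM10 isogenic control strain grown at permissive 25 °C; 0% = DMSO yeast wells and 100% = minimal medium wells without yeast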
CHOP UPR activ = activators of apoptotic CHOP UPR arm, primary screen, cell-based, CHO-CHOP luciferase reporter, luminescence, uHTS; UPR activation; percent of tunicamycin response over DMSO baseline; actives 0.34% (n = 330,000); activation, % at 10 µM;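 active = at 10 µM dose, activation of 40% or more, normalized to positive control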;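 also: 100% = tunicamycin at 10 µg/mL and 0% = DMSO alone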
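Evaluation: % reporter activation, DMSO baseline versus tunicamycin full activation; System: CHO-CHOP luciferase reporter cell line; Input: 500 cells/well; Incubation: 6 h compound treatment, 37 °C; Measured by: Steady-Glo luciferase luminescence; Dosing: one dose, 10 µM in 0.5% DMSO; Buffer or medium: F12 medium, 10% FBS; Benchmarks: positive tunicamycin 10 µg/mL, negative DMSO alone.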
APJ agonist = agonists of human apelin receptor APJ, primary screen, CHO-K1 cells, PathHunter beta-arrestin, luminescence. P35414. actives 0.11% (n = 330,000). AID 2520, 2010. activation, % at 20 µM. 0% DMSO wells, 100% apelin;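 active = activation more than six SD over the plate average, tested at 20 µM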;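 also: 0% = DMSO alone and 100% = apelin-13 at 10 nM; some results filed as inactive read as strong as hits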
Target sequence (P35414 whole entry, looked up): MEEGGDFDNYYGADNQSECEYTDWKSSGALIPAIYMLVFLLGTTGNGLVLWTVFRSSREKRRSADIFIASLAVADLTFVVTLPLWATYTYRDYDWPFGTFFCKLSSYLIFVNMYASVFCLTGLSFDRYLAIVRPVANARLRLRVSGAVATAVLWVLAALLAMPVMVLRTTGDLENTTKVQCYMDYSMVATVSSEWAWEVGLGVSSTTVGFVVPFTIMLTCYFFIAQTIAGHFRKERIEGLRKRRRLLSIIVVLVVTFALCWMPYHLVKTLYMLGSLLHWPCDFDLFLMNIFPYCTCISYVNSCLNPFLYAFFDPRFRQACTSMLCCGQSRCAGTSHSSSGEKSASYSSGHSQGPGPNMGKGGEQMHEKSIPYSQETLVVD
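assay system = CHO-K1 APJ beta-arrestin complementation cell line | input = cell density 1000 per well | dosing = compound 20 µM once, DMSO 1% | timing = compound 90 min 25 °C, reagent 1 h | measured by = luminescence from split beta-galactosidase complementation, Galacton Star/Emerald II substrate | read-out basis = APJ agonist activity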
Mdm2 MdmX PPI = inhibitors of human Mdm2-MdmX association, primary screen, cell-based, luminescence, split luciferase, SaOS-2, uHTS. Protein Mdm4 (Homo sapiens) + E3 ubiquitin-protein ligase Mdm2 (Homo sapiens), …. SaOS-2 split-luciferase Mdm2/MdmX complementation. inhibition, % at 8 µM. actives 3% (n = 330,000). AID 485346, 2010;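 active = inhibition of at least 50% at 8 µM in the primary screen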
NLRP3 yeast inh = NALP3 inflammasome inhibitors in reconstituted yeast, primary screen, luminescence, uHTS; Yeast reconstituted NLRP3/ASC/caspase-1, beta-gal luminescence, 24 h; inhibition, % at 10 µM; actives 0.39% (n = 330,000); AID 2825, 2010;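 active = inhibition of 50% or more; inactive = inhibition below 50%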;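 also: plate controls were induced DMSO wells for no effect and uninduced yeast grown without galactose for full effect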
GRIN3A LBD mod = binders of NR3A ligand-binding domain, primary screen, biophysical, differential scanning fluorimetry, uHTS; actives 2.5% (n = 340,000); NR3A LBD differential scanning fluorimetry, Tm shift; 0% = protein alone, 100% = glycine-bound protein; Tm shift relative to glycine control, % at 25 µM;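 active = melting temperature shift of at least 10% of the positive control shift, at one fixed dose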
Numbers without * were called inactive; nt = no result given.

SMILES	UPR XBP1 act	tim10-1 inh	tim23-1 inh	TIM10 inh	CHOP UPR activ	APJ agonist	Mdm2 MdmX PPI	NLRP3 yeast inh	GRIN3A LBD mod
Cc1cccc(-c2cc3nc4c(c(N5CCC6(CC5)OCCO6)n3n2)CCCC4)c1	7	-34	28	19	5.1	-4	19	-5	15*
CCOC(=O)c1ccc(NC(=O)CCNc2c(N3CCCC3)c(=O)c2=O)cc1	2	13	-3	0	-0.1	-2	-9	-2	0
COc1ccc(NC(=O)c2c(C)nn(Cc3ccccc3)c2C)cc1S(=O)(=O)N(C)C	-5	3	3	-14	-0.3	-2	8	-13	-1
O=C(NNC(=O)[C@H]1CC=CC[C@H]1C(=O)O)c1ccc(Cl)cc1Cl	1	-3	19	-8	1.8	-2	12	26	-1
Cc1nccn1-c1cc(C(C)(C)C)nc2c(-c3ccccc3)cnn12	0	50*	50	54*	2.1	-2	10	26	-4
CC(=O)c1ccc(NC(=O)C2CCCN2S(=O)(=O)c2cccs2)cc1 (stereo not given)	0	6	15	-7	3.0	-3	21	16	-2
O=C(NCCN1CCOCC1)c1cccc2c1C(=O)c1ccc(N3CCCC3)cc1S2(=O)=O	-3	-3	-15	-2	-0.5	0	-6	19	-5
CCN(CC)S(=O)(=O)c1ccc(N(C)Cc2cccc(OC)c2OC)nc1	-2	32	24	6	-0.5	-3	22	2	-4
COc1ccc2[nH]c(CN3CCN(CC=C(C)C)C(CCO)C3)c(C)c2c1 (stereo not given)	-3	-7	1	0	0.4	0	16	3	0
CSCC[C@H](NC(=O)C(C)(C)Oc1ccc(Cl)cc1)c1nc2ccccc2[nH]1	-3	32	7	-4	1.5	-3	13	6	-2
c1ccn2c(c1)nc1c2nc2ccccn21	2	3	-1	0	1.4	-1	-4	5	0
COc1ccc2c(c1)C=C(CN1CCN(C3CCCC3)C(CCO)C1)CO2 (stereo not given)	-1	24	12	-13	-1.6	-3	10	0	0
N#CCCN(CCC#N)c1nncs1	3	11	25	-20	-4.1	-3	-17	18	-2
CCOC(=O)C1CCN(Cc2cc(=O)oc3c(C)c(C)ccc23)CC1	1	22	28	-4	-0.5	0	6	22	0
Cc1cc(C)c(-c2c(O)c3cccc4c3n(c2=O)CCC4)c(C)c1	-1	47*	47	15	-1.4	-5	10	21	2
COc1cc(NC(=O)CSc2nnc(NC(C)C)s2)cc(OC)c1OC	0	7	5	4	-1.1	-2	19	3	1
CCOc1ccccc1-c1nc(-c2cccc(Br)c2)no1	-1	22	8	11	1.4	-4	-42	17	-11
CCC/C=C(\CCC)C(NC(=O)OCC(C)C)c1ccc(C(=O)OC)cc1 (stereo not given)	0	-6	-4	-11	-2.1	5	10	2	0
Cc1noc(C)c1NC(=O)Nc1cccc2c1O[C@H](CN(C)S(=O)(=O)c1cn(C)cn1)[C@@H](C)CN([C@H](C)CO)C2=O	3	-6	-8	14	-1.2	1	11	-6	0
Clc1cccc(CNc2nc(-c3cccnc3)nc3ccccc23)c1	2	-10	20	-23	0.0	-2	40	22	6

The list goes on; the last 3 above are carried over.
SMILES	UPR XBP1 act	tim10-1 inh	tim23-1 inh	TIM10 inh	CHOP UPR activ	APJ agonist	Mdm2 MdmX PPI	NLRP3 yeast inh	GRIN3A LBD mod
CCC/C=C(\CCC)C(NC(=O)OCC(C)C)c1ccc(C(=O)OC)cc1 (stereo not given)	0	-6	-4	-11	-2.1	5	10	2	0
Cc1noc(C)c1NC(=O)Nc1cccc2c1O[C@H](CN(C)S(=O)(=O)c1cn(C)cn1)[C@@H](C)CN([C@H](C)CO)C2=O	3	-6	-8	14	-1.2	1	11	-6	0
Clc1cccc(CNc2nc(-c3cccnc3)nc3ccccc23)c1	2	-10	20	-23	0.0	-2	40	22	6
CCOC(=O)CSc1nc(C)c(C(=O)OCC)s1	-3	-17	-3	-5	-0.8	-5	5	-1	0
O=C(CCN1C(=O)C2CCCCC2C1=O)Nc1nc(-c2ccc(F)c(F)c2)cs1 (stereo not given)	-1	11	2	17	2.6	1	-17	21	-4
O=C(O)c1cc(-c2ccc(/C=N/Nc3ccc(Cl)cc3)o2)ccc1Cl	4	-108	32	0	1.3	-1	13	35	-7
CCOC(=O)C1CCCN(Cc2c(C(=O)N3CCOCC3)nc3ccccn23)C1 (stereo not given)	1	8	17	2	-0.4	-1	-14	-2	1
O=C(CNC(=O)C1COc2ccccc2O1)N/N=C/c1cc(Br)c(O)c(Br)c1 (stereo not given)	0	-5	12	-28	0.4	0	-8	1	-12
COC(=O)C1C2C=CC3(CN(c4ccc(Cl)c(F)c4)C(=O)C13)O2 (stereo not given)	-4	-4	2	7	-0.5	-3	9	8	-1
O=C(/C=C/c1ccccc1)N/C(=C/c1ccccc1)C(=O)Nc1cccc(C(=O)O)c1	-1	-5	17	5	1.1	-2	-2	27	4
CC(=O)c1cccc(NC(=O)c2sc(Cl)nc2C)c1	-2	6	5	-15	2.2	1	9	-4	1
O=C(CNS(=O)(=O)c1ccccc1)OCC(=O)c1c[nH]c2ccccc12	0	-3	-6	6	-3.1	-1	-6	20	-4
O=C(CCN1C(=O)c2ccccc2C1=O)Nc1ccccn1	-2	13	11	13	1.5	-4	-32	-1	1
COC(=O)c1cc2ccccc2oc1=O	3	12	9	-2	2.2	0	-8	10	1
CCOc1ccccc1C(=O)NC1CC2CCCC(C1)N2Cc1ccc(C)cc1 (stereo not given)	-5	-5	-26	1	-0.4	-5	-7	13	-1
O=C(NNC(=O)c1cc(Cl)nc2ccccc12)c1ccccc1F	0	-14	-7	-3	2.8	-3	16	21	1
Cc1ccc(NC(=O)c2cc(-c3ccc4c(c3)OCO4)on2)cc1C	6	-20	-10	-8	1.2	-2	21	10	-1
Cc1cc(C)cc(N(C(=O)Cc2cccs2)C(C(=O)NC2CCCC2)c2ccc(C)o2)c1 (stereo not given)	-2	3	15	15	-3.0	-1	11	6	nt
CCc1ccc(NS(=O)(=O)c2ccc3c(c2)oc(=O)n3C)cc1	-4	11	19	3	-0.8	-2	9	4	8
COC(=O)C1CCN(CC(N)=O)CC1	-3	-9	1	-15	-3.6	-1	12	5	-1
CS(=O)(=O)Oc1ccc2c(c1)O/C(=C\c1cccnc1)C2=O	0	0	25	7	-0.6	-5	9	24	-1
CCOC(=O)c1ccc(NC(=O)C(=O)NCCc2ccc(OC)cc2)cc1	-3	-11	-2	-4	2.4	-2	-18	13	0
COc1ccc(-c2csc3ncn(-c4ccccc4)c(=O)c23)cc1OC	0	27	18	23	-0.7	0	18	7	0
CCOc1cccc(/C=C2/NC(=O)N(CC(=O)Nc3cccc(C)c3)C2=O)c1O	-1	-19	-16	-12	0.0	-2	14	14	3
CC1CCN(C(=S)c2cn(Cc3ccccc3F)c3ccccc23)CC1	-2	43*	22	42*	-0.1	4	-1	9	0
OC(CNCCc1ccc(C(F)(F)F)cc1)COc1ccc2ccccc2c1 (stereo not given)	0	48*	-94	7	0.4	1	26	27	-11
CC(C)c1ccc(C(=O)Nc2nnc(S(=O)(=O)N3CCCCC3)s2)cc1	-1	18	19	1	2.3	-3	29	12	5
CC(C)c1ccc(NS(=O)(=O)c2ccc(-n3cccn3)cc2)cc1	0	45*	30	11	0.5	8	-3	-2	2
Cc1ccc(C)c(N2CCN(c3ccncc3N)CC2)c1	-5	1	-3	17	-2.4	0	27	11	-11
COc1ccc(-c2csc3nc(-c4ccc(C)cc4)oc(=O)c23)cc1OC	59*	4	9	0	57*	-1	92*	-3	-2
CC(=O)c1ccc(NC(=O)C2CCN(S(=O)(=O)c3cccnc3)CC2)cc1	-2	9	3	-3	2.9	-6	14	11	1
O=C(c1ccc2c(=O)n(Cc3ccccc3Cl)c(=S)[nH]c2c1)N1CCOCC1	-5	17	8	5	2.7	-4	17	-8	2
CC(=O)Nc1ccc(NC(=O)Cn2nc([N+](=O)[O-])c(Br)c2C)cc1	3	4	13	4	-1.7	-1	19	6	2
O=C(Nc1nnc(S(=O)(=O)N2CCCCC2)s1)c1ccc(Cl)cc1	3	-12	1	-11	0.4	-2	6	7	1
Cc1nc2c(ccc3nc(NC(=O)C(c4ccccc4)c4ccccc4)sc32)s1	-4	36	37	35	8.3	-2	41	7	2
CCc1nn(CC(=O)NCCCN2CCOCC2)c(=O)c2cc3sccc3n12	-1	10	2	-10	1.7	0	19	15	0
Cc1cc(O)ccc1-c1cnc2ccccc2n1	5	32	19	-5	1.6	-5	-9	25	3
CCC1Nc2ccccc2-c2nnc(SC)nc2O1 (stereo not given)	5	-3	-21	0	-2.4	-3	11	8	0
Cc1oc2ccc(NS(=O)(=O)c3cccc4cccnc34)cc2c1C(=O)OC(C)C	3	8	12	13	0.1	4	-9	18	-9
CC1=C(C#N)C(c2cccnc2)C2=C(CC(C)(C)CC2=O)N1 (stereo not given)	-6	2	10	-2	0.5	-4	6	13	1
COc1cccc(CNS(=O)(=O)c2ccc3c(c2)CC(C)N3C(=O)C2CCC2)c1 (stereo not given)	-6	36	26	2	-1.6	1	23	16	-1
Cc1cc(NC(=O)CSCC(=O)OCc2nnc(-c3ccccc3)o2)no1	2	7	16	-3	0.9	-5	26	10	-2
CCOc1cc(N2CCOCC2)c(OCC)cc1NC(=O)Cc1cn2ccsc2n1	-4	4	15	-7	-1.2	-3	13	-14	0
Cc1ccccc1N(CC(=O)N1CCOCC1)S(C)(=O)=O	-1	0	6	-13	0.5	-1	10	10	-1
COc1ccc(N2CCN(Cc3nc4c(c(=O)n(C)c(=O)n4C)n3CCc3ccccc3)CC2)cc1	4	3	-3	7	0.0	-5	5	-4	-1
CCOC(=O)C(O)(CCC(O)(C(=O)OCC)C(=O)OCC)C(=O)OCC	-2	10	9	12	-1.7	-3	9	4	0
Cc1noc(C)c1COC(=O)c1ccc(N(C)C)cc1	-3	7	14	5	3.7	-1	-14	20	-1
O=C(Nc1cccc(O)c1)c1ccc(C(=O)c2ccccc2)o1	3	7	-15	30	7.0	-2	-24	-12	-4
O=C(NCCNC(=O)c1cnccn1)c1ccc(Cl)c(Cl)c1	0	-13	1	-3	0.8	2	-5	2	3
CCCCn1c(SCC(=O)N2CCCCC2)nc2cc(S(N)(=O)=O)ccc21	-3	-6	-6	3	-0.2	-3	2	7	1
Cc1ccc(-c2cc(N)on2)cc1	7	12	-1	20	2.2	-2	10	7	-3

Assay outcomes from PubChem BioAssay.

This is a random part of the collection; any-hit rate near 8.2%.
